# DT40 TDP1 CPT = DT40-hTDP1 cell growth loss with CPT. chicken DT40 Tdp1-/-;hTDP1 cells + 20 nM CPT, ATP luminescence, 48 h. actives 12% (n = 420,000). Potency, µM (titrated, usually from 46.2 µM), for inactives: top-dose activity change, negative = growth inhibition, hits mostly inhibitors; further: nearly all actives have a fitted effect of over 55% in size
#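 Chicken DT40 Tdp1-/- cells stably complemented with human TDP1 were seeded at 400 cells/well in medium containing 20 nM camptothecin, exposed to pin-transferred compounds, and grown at 37 °C for at least 48 hr. Viability was read as ATP luminescence.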
# TDP1 block = TDP1 (human) enzyme inhibition | actives 0.28% (n = 350,000) | Q9NUW8 | recombinant TDP1, AlphaScreen DNA substrate cleavage | AID 485290 | Potency, µM (series often up to 130 µM), without a hit: top-dose activity change, negative = inhibition, most hits filed as inhibitors; further: nearly all actives have a fitted effect of over 40% in size
# Target sequence (Q9NUW8 whole entry, looked up): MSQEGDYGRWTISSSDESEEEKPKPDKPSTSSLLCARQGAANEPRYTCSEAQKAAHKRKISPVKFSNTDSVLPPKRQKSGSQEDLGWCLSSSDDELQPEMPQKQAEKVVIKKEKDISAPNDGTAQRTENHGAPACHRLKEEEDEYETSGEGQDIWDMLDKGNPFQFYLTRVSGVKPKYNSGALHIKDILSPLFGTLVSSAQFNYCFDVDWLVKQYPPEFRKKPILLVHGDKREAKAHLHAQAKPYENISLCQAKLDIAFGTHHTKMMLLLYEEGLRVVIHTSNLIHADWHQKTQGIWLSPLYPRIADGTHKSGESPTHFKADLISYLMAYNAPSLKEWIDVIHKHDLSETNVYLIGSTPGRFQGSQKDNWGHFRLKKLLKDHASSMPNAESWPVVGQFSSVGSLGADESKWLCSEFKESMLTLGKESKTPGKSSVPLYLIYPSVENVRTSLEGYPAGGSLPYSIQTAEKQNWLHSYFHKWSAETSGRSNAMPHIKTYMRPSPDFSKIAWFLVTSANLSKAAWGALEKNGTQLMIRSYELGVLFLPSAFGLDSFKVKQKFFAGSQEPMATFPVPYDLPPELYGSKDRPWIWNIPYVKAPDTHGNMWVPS
#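 E. coli-derived human Tdp1, 1 nM final. Cpd preinc 15 min RT; substrate 15 nM final, 5 min RT; AS bead mix 10 ug/ml final, 10 min RT. Signal loss = tyrosine-FITC cleavage. No-enzyme wells = max signal.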
# DT40 TDP1 no CPT = qHTS for Inhibitors of human tyrosyl-DNA phosphodiesterase 1 (TDP1): qHTS in cells in absence of CPT; Potency, µM (titrated, usually from 46.2 µM), without a hit: at the top dose activity change, negative = growth inhibition, hits mostly inhibitors; DT40 Tdp1-/- hTDP1 cells, no CPT, ATP luminescence, 48 h; AID 686978, 2013; actives 15% (n = 420,000); further: nearly all actives have a fitted effect of over 55% in size
#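 Growth of hTDP1-complemented DT40 Tdp1-knockout cells is measured by ATP luminescence after at least 48 hr compound exposure at 37 °C, with DMSO substituting for the 20 nM CPT used in the parallel screen.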
# The depositor's hits bear a star; u = inconclusive; x = not tested or not shown; & = joins results of further samples; [ ] = another dose, or the depositor's remark. The call rests on the fitted dose curve; in most records, active means well fitted curve in the direction sought with a large enough effect; inconclusive means small, poorly fitted or top-dose-only effect, or another doubt; inactive means no such curve, though single readings can be large; an effect the other way counts as inactive or inconclusive. On the % scale 0 is the no-effect control and ±100 the full control effect; potency means the concentration at half of the fitted maximal effect.
item	SMILES	DT40 TDP1 CPT	TDP1 block	DT40 TDP1 no CPT
1	Cc1cc(C)c(NC(=O)c2cc3c(nc4sccn43)s2)c(C)c1	-28%	-1%	u
2	CC(=O)CC(=O)Nc1cccc2c1CCCC2	-7%	2%	-7%
3	O=C(N/N=C/c1ccco1)/C(=C/c1cccc([N+](=O)[O-])c1)NC(=O)c1ccccc1	2%	2%	-10%
4	O=C(NCc1ccccn1)C1CCN(S(=O)(=O)N2CCCCC2)CC1	-4%	6%	3%
5	CC(=O)NC(CCCNC(=S)NC1CCCCC1)C(=O)O (centres undefined)	2%	8%	-8%
6	CSCC[C@H](NC(=O)N1CCn2c1nc1ccccc12)C(=O)N[C@@H](C(=O)O)c1ccccc1	17%	x	-3%
7	CCOc1ccc(C(=O)CSc2nnc3ccccn23)cc1	-12%	3%	u
8	O=C1CCN(S(=O)(=O)c2ccccc2)CCN1CCOCc1cccc(F)c1	-25%	x	-32%
9	COc1ccc(N/N=C(\C#N)C(=N)SCc2ccccc2)cc1	4.6µM*	8%	7.3µM*
10	Nc1nonc1-c1noc(CCCCCN2C(=O)c3ccccc3C2=O)n1	-8%	8%	-18%
11	COC(=O)c1cc(S(=O)(=O)NCCc2sccc2C)c[nH]1	-25%	2%	-13%
12	COc1ccc(N(CC(=O)Nc2c(C)n(C)n(-c3ccccc3)c2=O)S(=O)(=O)c2ccccc2)cc1OC	20%	3%	-16%
13	COc1ccccc1NC(=O)CSc1oc(-c2ccccc2)nc1S(=O)(=O)c1ccc(C)cc1	18µM*	0%	21µM*
14	Cc1ccc(N2CCN(C(C(=O)Nc3c(C)cccc3C)c3cc4ccccc4o3)CC2)cc1 (centres undefined)	13µM*	x	13µM*
15	COc1cc2c(cc1NC(=O)CSc1cccc[n+]1[O-])oc1ccccc12	-5%	-3%	u
16	Cc1cccc(NC(=O)NCCOCCn2c(=O)oc3ccccc32)c1C	u	5%	-27%
17	COc1cc2c(cc1OC)-c1cc(NC3CCCCCC3)nc(=O)n1CC2	u	10%	u
18	Nc1nc(-c2ccccc2Br)cs1	-17%	11%[56.1 µM]	-5%
19	CCCCNC(=O)COCc1cc(-c2ccc3c(c2)OCO3)on1	u	x	u
20	CC(C)c1ccc(S(=O)(=O)Nc2ccc(O)c(Sc3ncn[nH]3)c2)cc1	u	5%	u
21	CCOC(=O)CC(=O)CSc1nc2ccccc2c(=O)n1-c1ccc(C(=O)NCCOC)cc1	-3%&-3%	8%&6%	u
22	COc1ccc(-c2[nH]ncc2CN(C)C(C)c2ccon2)cc1F (centres undefined)	-15%	9%	-12%
23	CC(=O)c1ccc(OCC(=O)c2ccc(-c3ccccc3)cc2)cc1	u	3%	u
24	Cc1ccc(C)c(N2CCN(CCCNC(=O)Cn3ncc4c5ccccc5n(C)c4c3=O)CC2)c1	15µM*	3%	10µM*
25	COc1cc(CCC(=O)Nc2c(C(=O)N3CCN(c4ccccc4)CC3)oc3ccccc23)on1	u	4%	16µM*

item	SMILES	DT40 TDP1 CPT	TDP1 block	DT40 TDP1 no CPT
26	O=C(NCc1ccccc1)C1=C[C@H](C2CC2)C[C@H](OCc2ccc(CO)cc2)O1	u	1%	u
27	COc1ccc(S(=O)(=O)Nc2ccccc2OC)cc1NC(=O)Cc1cccs1	u	3%	21µM*
28	O/N=C/c1cc(Cl)ccc1OCc1ccccc1Cl	-25%	0%	u
29	CCOC(=O)C1=CC[C@@H](c2ccccc2Cl)N(S(=O)(=O)c2ccc(C)cc2)[C@H]1C(=O)OCC	u	-1%	21µM*
30	COc1ccc(C(=O)NCC(=O)N2CCC3(CC2)NCCc2[nH]cnc23)cc1	-12%	1%	26%
31	C[C@H](CO)N1C[C@H](C)[C@@H](CN(C)S(=O)(=O)c2cccs2)Oc2ccc(NC(=O)Cc3ccccc3)cc2C1=O	u	0%	u
32	CC(C)c1cccc(-c2ccc3c(c2)S(=O)(=O)c2cccc(C(=O)NC4CCCC4)c2C3=O)c1	u	-1%	-17%
33	Cc1cc(C(=O)NCCCn2ccnc2)sc1-c1ccccc1	-22%	6%	0%
34	O=C(OCCN1CCN(c2ncc(C(F)(F)F)cc2Cl)CC1)c1ccc(Cl)cc1	-14%	1%	u
35	COC(=O)c1c(NC(=O)COC(=O)C2CCC2)sc(C)c1C	16%	-12%	3%
36	C=CCN1[C@@H](Cc2ccccc2)COCCS1(=O)=O	-20%&-20%	x	-24%&-15%
37	NC(=O)NCC(=O)N1CCN(S(=O)(=O)c2ccc(Cl)s2)CC1	4%	0%	-3%
38	CCn1c(=O)c2ccccc2n2c(SCC(=O)NCc3cccs3)nnc12	-26%	1%	-9%
39	OCCC1CN(C2CCN(c3ccccc3)CC2)CCN1Cc1ccc(F)c(F)c1 (centres undefined)	-8%	0%	-21%
40	CC(C)NC(=O)N1CC2(CCN(C(=O)c3cccn3C)CC2)C1	11%	x	2%
41	N#Cc1ccc(Cn2c(=O)c(C#N)c3n(c2=O)CCC3)cc1	-21%	6%	-11%
42	COc1ccc(OC)c(NC(=O)C(=O)NNC(=O)C23CC4CC(CC(C4)C2)C3)c1	u	x	u
43	O=C(O)C1CCCN(S(=O)(=O)c2ccccc2)C1 (centres undefined)	13%	5%	-16%
44	CC1CCCC(NC(=O)NC(=O)COC(=O)c2ccc(O)cc2O)C1C (centres undefined)	u	-16%[56.1 µM]	u
45	CSc1nc(Cc2ccccc2)nc2ccccc12	-23%	-6%	-14%
46	c1ccc(CCNCc2cccs2)nc1	-13%	x	-2%
47	CC(C)C(C)N(Cc1ccc(C(=O)O)cc1)C(=O)c1ccc2ccccc2n1 (centres undefined)	12%	x	29%
48	COc1cc(/C=C/C(=O)OCC(=O)N(CC(C)C)c2c(N)n(Cc3ccccc3)c(=O)[nH]c2=O)ccc1O	u	x	u
49	Cc1ccc(S(=O)(=O)Nc2ccc3nc(C)oc3c2)cc1	18µM*	x	10µM*
50	CCOC(=O)C1=CN(Cc2cccc(F)c2)S(=O)(=O)N(CC)C1c1ccc(C(F)(F)F)cc1 (centres undefined)	21µM*	-3%[56.1 µM]	23µM*

item	SMILES	DT40 TDP1 CPT	TDP1 block	DT40 TDP1 no CPT
51	Cc1ccc(Cl)cc1NC(=O)COC(=O)c1ccccc1O	-2%	3%	21%
52	O=C(Nc1ccccc1)c1ccc(S(=O)(=O)NCc2cccnc2)cc1	-50%	-9%	u
53	CN(C(=O)Nc1cnccc1C(F)(F)F)C1CCCCC1	-12%	3%	2%
54	COc1ccc(C(C(=O)NCC2CCCO2)N(C(=O)c2snc(C(N)=O)c2N)c2ccccc2)cc1OC (centres undefined)	-8%	3%	-20%
55	Cc1ccccc1CN1C(=O)C(O)(c2c[nH]c3ccccc23)c2cc(Cl)ccc21 (centres undefined)	16µM*	-2%	18µM*
56	Cc1cc(C)c(-c2noc(C(=O)OC(C)(C)C)c2C(=O)OC(C)(C)C)c(C)c1	u	-2%	u
57	Cc1ccc(/C(N)=N/OC(=O)CCC2CCCC2)cc1	3%	-1%	-3%
58	Cc1ccc(S(=O)(=O)N(C)c2ccc(OCC(=O)Nc3nc(-c4ccccc4)cs3)cc2)cc1	16µM*	1%	13µM*
59	CCOC(=O)CC(/C(C)=N\O)c1ccccc1 (centres undefined)	11%	0%	-16%
60	CCOc1ccc(CCNC(=O)COC(=O)c2nccnc2N)cc1OCC	-3%	x	2%
61	O=C(CN1CCOCC1)Nc1nc(-c2ccc3c(c2)CCN3S(=O)(=O)c2ccccc2)cs1	u	10%	u
62	CCOc1cc(C2C(C(C)=O)=C(C)Nc3ncnn32)ccc1O (centres undefined)	-1%	x	-3%
63	COc1cccc(C2=NOC(C(=O)Nc3cccnc3)C2)c1 (centres undefined)	-26%	2%	-20%
64	CCOc1ccccc1C(=O)NCCNC(=O)c1ccccc1OCC	-17%	x	-25%
65	Cc1cc2nc(CCl)cc(=O)n2[nH]1	3%	u	-17%
66	Cc1nc2ccccc2c(=O)n1NC(=O)c1ccco1	0%	2%	-5%
67	COc1ccc(CNS(=O)(=O)c2ccc(-c3ccc(=O)[nH]n3)o2)cc1	-13%	3%	-13%
68	O=C(NCCc1nc2ccccc2n1CCCOc1ccccc1Cl)C1CCCCC1	10µM*	-6%	7.1µM*
69	Cc1onc(-c2ccccc2Cl)c1C(=O)NC(=S)Nc1ccc(C(C)(C)C)cc1	u	1%	u
70	CC(C)(C)c1cc(NCc2ccccn2)n2ncc(-c3ccc(Cl)cc3)c2n1	u	4%	16µM*
71	Cc1cccc(NC(=O)COC(=O)C2C3CC4OC(=O)C2C4C3)c1C (centres undefined)	7%	5%	1%
72	CCOC(=O)C1(CCCc2ccccc2)CCN(C(=O)c2cnc(C)cn2)CC1	26µM*	6%	21µM*
73	COc1ccc(NC(=S)N2CCN(C(=O)C3CCCO3)CC2)c(OC)c1 (centres undefined)	3%	-2%	-2%
74	CC(OC(=O)CCOc1ccccc1)C(=O)NC1CC1 (centres undefined)	u	x	-18%
75	CC1(C)CC(=O)C(C(C2=C(O)CC(C)(C)CC2=O)c2ccco2)C(=O)C1 (centres undefined)	-29%	-2%	-25%

item	SMILES	DT40 TDP1 CPT	TDP1 block	DT40 TDP1 no CPT
76	O=C(CCCC1=NS(=O)(=O)c2ccccc2N1)N1CCN(c2ccc([N+](=O)[O-])cc2)CC1	2%	4%	18%
77	CCc1nc2ccc(C(=O)NCCC(C)C)cn2c1N(CC)CCN(C)C	-8%	x	-13%
78	CCc1cc(=O)oc2c(C)c(OCC(=O)N3CCC[C@@H]3C(=O)O)ccc12	6%	x	-3%
79	C[C@H]1CN([C@@H](C)CO)C(=O)CCCn2nncc2CO[C@H]1CN(C)C(=O)C1CCCCC1	u	x	u
80	Cc1nnc(SCc2cnc(-c3ccccc3)o2)[nH]c1=O	-10%	4%	u
81	O=C(Cc1ccccc1)Nc1ccccc1C(=O)N1CCCCCC1	u	0%	24%
82	Cc1nc2cnc(N3CCN(C)CC3)nc2n(CCc2ccccc2)c1=O	-3%	x	u
83	O=C(c1ccc(NS(=O)(=O)c2ccc(F)cc2)cc1)N1CCOCC1	4%	2%	-1%
84	CCOc1ccc(NC(=O)CC2C(=O)N(c3ccccc3)C(=O)N2CCc2sccc2C)cc1 (centres undefined)	15µM*	9%	18µM*
85	C[C@@H]1CN([C@H](C)CO)C(=O)c2cc(NS(=O)(=O)c3cccs3)ccc2O[C@H]1CN(C)Cc1ccccc1	u	1%	u
86	O=C(COC(=O)/C=C/c1cccc(C(F)(F)F)c1)NC(=O)NCc1ccco1	-20%	3%	-27%
87	COc1ccc(CNc2nc3nc(C)c(Cl)c(C)n3n2)cc1OC	-16%	x	-12%
88	Cc1c(NC(=O)CSc2nnnn2-c2ccc(C(=O)O)cc2)c(=O)n(-c2ccccc2)n1C	16%	5%	11%
89	CC1CN(C(=O)Nc2ccc(C(=O)NCc3ccccc3F)cc2)c2ccccc2S1 (centres undefined)	23µM*	3%	15µM*
90	COc1ccc2cc(C#N)c(N3CCN(C(=O)c4ccccc4C)CC3)nc2c1	u	8%	u

# Screening data from PubChem BioAssay.
